pPAFAH inh = inhibitors of human plasma PAF acetylhydrolase (pPAFAH); inhibition, % at 3.39 µM; AID 463082; 330,000 tested, 1.5% active; recombinant pPAFAH, FP-rhodamine probe fluorescence polarization; Q13093;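 active means inhibition above the mean inhibition across the screen plus 3 SD, cut at about 25% in these data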;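 further: inhibitors block binding of the rhodamine activity-based probe so polarization drops; 0% = enzyme with DMSO and 100% = wells lacking pPAFAH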
PAD4 inh = PAD4 (human) enzyme inhibition; Q9UM07; recombinant PAD4, RCA probe fluorescence polarization; inhibition, % at 6.36 µM; 330,000 tested, 0.41% active; AID 485272;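 active means percent inhibition above a cutoff equal to the mean of all tested compounds plus 3 SD, cut at about 15% in these data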;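 further: 0% = PAD4 with RCA probe and DMSO and 100% = probe without PAD4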
Target sequence (Q9UM07 whole entry, looked up): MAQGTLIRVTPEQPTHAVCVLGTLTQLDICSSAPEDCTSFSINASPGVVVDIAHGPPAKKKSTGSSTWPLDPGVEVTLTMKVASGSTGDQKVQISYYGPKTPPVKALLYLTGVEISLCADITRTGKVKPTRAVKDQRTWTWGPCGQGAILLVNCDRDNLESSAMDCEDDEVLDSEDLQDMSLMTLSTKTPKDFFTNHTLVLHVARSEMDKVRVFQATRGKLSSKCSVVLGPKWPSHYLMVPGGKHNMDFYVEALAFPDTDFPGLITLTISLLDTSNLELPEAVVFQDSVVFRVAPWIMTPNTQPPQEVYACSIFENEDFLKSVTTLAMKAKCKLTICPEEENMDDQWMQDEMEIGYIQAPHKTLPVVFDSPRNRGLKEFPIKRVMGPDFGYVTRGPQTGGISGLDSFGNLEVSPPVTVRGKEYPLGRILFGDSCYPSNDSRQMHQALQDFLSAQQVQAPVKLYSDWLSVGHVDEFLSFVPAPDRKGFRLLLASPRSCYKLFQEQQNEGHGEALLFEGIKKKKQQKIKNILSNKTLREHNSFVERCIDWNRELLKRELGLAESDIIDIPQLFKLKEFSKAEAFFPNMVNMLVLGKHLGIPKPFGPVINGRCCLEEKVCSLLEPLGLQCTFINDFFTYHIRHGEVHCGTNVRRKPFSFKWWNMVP
PAFAH1B3 inh = blocks human PAF acetylhydrolase 1B catalytic subunit 3 | Q15102 | recombinant PAFAH1B3, FP-rhodamine probe, fluorescence polarization | inhibition, % at 3.39 µM | 340,000 tested, 0.28% active;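 active means inhibition above the screen-wide average of all tested compounds plus 3 SD, cut at about 25% in these data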;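 further: 0% = enzyme with DMSO only and 100% = wells lacking PAFAH1B3 protein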
GSTO1 counter = GSTO1 inhibition, counter-screen for RBBP9 inhibitors | inhibition, % at 5.96 µM | 300,000 tested, 1.1% active | AID 1974 | recombinant GSTO1, activity-based probe fluorescence polarization;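 active means inhibition above the campaign mean inhibition plus 3 SD, cut at about 35% in these data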;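 further: 0% = GSTO1-1 with DMSO and 100% = wells lacking GSTO1-1 enzyme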
LYPLA2 counter = LYPLA2 (human) inhibition in PME1 counter-screen | recombinant LYPLA2, FP-Rh probe fluorescence polarization | inhibition, % at 5.9 µM | 320,000 tested, 0.38% active;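 active means inhibition above the screen-wide mean plus 3 SD, limit set per campaign, cut at about 26% in these data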;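 further: 0% = LYPLA2 with DMSO and 100% = wells lacking LYPLA2 enzyme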
Target sequence (O95372 whole entry, looked up): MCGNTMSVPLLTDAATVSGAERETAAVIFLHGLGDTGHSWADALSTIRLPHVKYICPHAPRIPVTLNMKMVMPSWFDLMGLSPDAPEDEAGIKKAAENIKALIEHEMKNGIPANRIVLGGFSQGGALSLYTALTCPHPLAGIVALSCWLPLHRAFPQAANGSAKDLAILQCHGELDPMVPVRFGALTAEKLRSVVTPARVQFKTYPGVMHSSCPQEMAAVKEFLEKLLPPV
PAFAH1B2 FP inh = PAFAH1B2 (human) inhibition. P68402. recombinant PAFAH1B2, FP-rhodamine activity probe, fluorescence polarization. inhibition, % at 3.39 µM. 340,000 tested, 1.2% active;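 active means inhibition above the mean of all tested compounds plus 3 SD, cut at about 24% in these data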;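 further: 0% = enzyme with DMSO and 100% = wells lacking PAFAH1B2; many of its hits are not listed in these tables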
PME-1 primary = blocks human protein phosphatase methylesterase 1. recombinant PME-1, FP-Rh probe fluorescence polarization. inhibition, % at 5.9 µM. 320,000 tested, 0.53% active. AID 2130;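 active means inhibition above the campaign mean of all compounds plus 3 SD, cut at about 26% in these data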;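 further: competitive labeling of PME-1 active site by serine hydrolase directed probe; 0% = PME-1 with DMSO and 100% = wells lacking PME-1 enzyme; inhibitors block probe labeling so polarization falls and inhibition rises; many of its hits are not listed in these tables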
LYPLA1 counter = LYPLA1 (human) inhibition in PME1 counter-screen. recombinant LYPLA1, FP-Rh probe fluorescence polarization. inhibition, % at 5.9 µM. AID 2174. O75608. 320,000 tested, 0.16% active;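 active means inhibition above the mean of all tested compounds plus 3 SD, set per campaign, cut at about 14% in these data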;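 further: inhibitors block serine hydrolase probe labeling of LYPLA1 so polarization falls; 0% = enzyme with DMSO and 100% = wells lacking LYPLA1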
PREPL inhibitor = inhibitors of human prolyl oligopeptidase-like enzyme PREPL. Q4J6C6. recombinant PREPL, fluorescence polarization activity-based probe. inhibition, % at 5.96 µM. 320,000 tested, 0.68% active. AID 2751; in the data active means inhibition above about 43%;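 further: 0% = enzyme with DMSO and 100% = wells lacking enzyme; many of its hits are not listed in these tables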
The depositor's hits bear a star; / = not tested or not shown. A portion of the library. The share of hits here may be higher or lower than overall.

Values in the order – pPAFAH inh, PAD4 inh, PAFAH1B3 inh, GSTO1 counter, LYPLA2 counter, PAFAH1B2 FP inh, PME-1 primary, LYPLA1 counter, PREPL inhibitor
- CC(=O)c1ccccc1NC(=O)COC(=O)/C=C/c1cccs1
→ 4, 0, 4, 0, 5, -2, -4, 0, 15
- CCC(CC)C(=O)Nc1cc(C)cc(C)c1
→ 3, 4, 5, -7, 3, -1, 3, -1, 3
- COc1ccc(OCCCn2ccnc2)cc1
→ 0, -5, 12, 0, 0, 0, 1, -1, 11
- O=C(NNS(=O)(=O)c1ccc([N+](=O)[O-])cc1)c1cnn(-c2ccccc2)c1-n1cccc1
→ 4, 1, 1, -2, -6, 4, -2, -5, 6
- Cc1cc(C(=O)N2CCN(c3ncccn3)CC2)nn1C
→ 5, 1, 7, 10, 3, -1, 6, 0, 7
- Cc1ccccc1-n1c(-c2ccco2)n[nH]c1=S
→ -7, -1, -2, 4, -15, 5, -6, -4, 1
- COc1cccc(C(=O)Nc2cnc(NC(=O)c3ccco3)cc2C)c1
→ -1, -3, 7, 1, 0, -1, -2, -2, 4
- CC(=O)Nc1ccc(NC(=O)CSc2nnc(NC(=O)c3ccc(Br)o3)s2)cc1
→ 3, 0, 7, -44, -2, 3, -24, -1, 11
- Nc1ccc(O)cc1C(=O)OCC(=O)C12CC3CC(CC(C3)C1)C2
→ 29*, 0, -6, 16, -2, 16, 0, -5, -3
- O=C1NC[C@@H](c2ccccc2)OC(=O)[C@@H](Cc2ccc(F)cc2)C/C=C\C[C@@H]1CC(=O)N(CCO)Cc1ccccc1
→ 26*, -3, -3, /, /, 64*, /, /, 32
- COc1ccc(NC(=O)CCS(=O)(=O)c2ccc(Br)s2)cc1
→ 9, 0, 7, -1, 7, 5, -5, 4, 7
- Cc1cc(NC(=O)c2ccccc2F)on1
→ -3, -11, 4, -9, 2, 1, -7, -3, 0
- COC(=O)[C@@]12CCCCN1[C@H](c1ccc(SC3CCCCC3)cc1)[C@@H]1C(=O)N(C)C(=O)[C@@H]12
→ 1, 2, 6, 1, 7, 4, -3, 1, 14
- O=C1NC(c2cn(-c3ccccc3)nc2-c2cccs2)C(C(=O)c2cccnc2)C(O)(C(F)(F)F)N1 (centres undefined)
→ 0, 2, -4, 1, 1, -2, -1, -3, -6
- Cc1ccc2[nH]c(C)c(CCNC(=O)c3c(N)no[n+]3[O-])c2c1
→ 8, 0, 3, 0, 4, 3, 2, -1, 2
- C=CCNC(=O)c1ccc2c3n(nc2c1)-c1ccc(C)cc1CO3
→ -5, -4, 6, -5, -7, -1, -4, -8, 7
- CC(=O)C[C@H](O)CC(=O)[C@@H]1OC(=O)CCCCCCc2ccccc21
→ 2, -2, 10, /, 5, 5, 0, -2, 18
- O=C(C1CCCN(S(=O)(=O)c2cccc3nsnc23)C1)N1CCN(c2ccccn2)CC1 (centres undefined)
→ -1, 3, 6, 5, -4, -1, -4, -3, 21
- O=C(Nc1cccnc1)c1cc(Cl)ccc1Cl
→ 8, -3, -1, 2, -3, 2, 2, 1, 7
- O=C(OCC(=O)N1CCCc2ccccc21)c1cc(S(=O)(=O)N2CCOCC2)ccc1Cl
→ 7, -3, 11, 1, 5, 8, 5, 0, 10
- O=c1[nH]c(SCc2ccccc2Cl)nc2c1cnn2-c1ccccc1
→ 1, 1, 2, 1, -5, 0, 0, -4, 1
- Nc1ccc(N2C(=O)c3ccccc3C2=O)c(Cl)c1
→ -11, -13, 14, -3, -14, 5, -17, -8, -13
- COc1c(C)cc(C(=O)C2CCCN(S(=O)(=O)c3c(C)noc3C)C2)cc1C (centres undefined)
→ 2, -4, 9, -1, 10, 6, -4, -5, 2
- O=C(NCCCN1CCN(c2ccc(F)cc2)CC1)Nc1ccc([N+](=O)[O-])cc1
→ -4, -8, -1, -15, 9, 4, 1, -2, 22
- COc1ccc(N(CC(=O)Nc2ccccc2C(=O)O)S(=O)(=O)c2ccc(C)c([N+](=O)[O-])c2)cc1
→ 5, -2, 1, -8, -4, 3, 2, -6, -7
- O=C(O)CSc1nnc(-c2ccccc2)c(-c2ccccc2)n1
→ -1, -4, -4, 5, 2, 9, 2, 0, -5
- Cc1nn2c(-c3cccc(NC(=O)CN4CCOCC4)c3)nnc2c2ccccc12
→ -3, 1, /, -2, 9, /, 9, 0, -7
- O=C(Nc1ccccc1)/C(=C\c1ccc(F)cc1)NC(=O)c1ccco1
→ 1, 1, -4, -3, 4, -3, -2, 2, -8
- COC(=O)NNC(=O)C1CCC(C)CC1 (centres undefined)
→ 0, -3, -1, -2, -5, 4, -4, -2, -6
- O=C(CN1C(=O)C2CCCCC2C1=O)Nc1ccccc1N1CCCC1 (centres undefined)
→ 2, 2, 4, -10, 2, 3, -2, 0, 17
- Cc1ccc(NC(=O)Nc2cccc3ccccc23)cc1
→ -6, -1, -1, 1, 5, -4, 2, 3, -1
- O=C(COC(=O)c1cccc(Br)c1)NCC1CCCO1 (centres undefined)
→ 12, 4, 6, /, /, 5, /, /, 5
- C=CCn1cccc(C(=O)Nc2ccc(C)c(C)c2)c1=O
→ 2, 3, 8, 7, 8, 7, 0, -1, 11
- Cc1csc(Nc2ccccc2)[n+]1-c1ccccc1
→ -3, 1, -2, 1, 0, 22, 1, 3, 6
- O=C(c1ccc(COc2ccccc2Cl)o1)N1CCN(c2ccccc2)CC1
→ 10, 2, 7, 2, 6, 5, 4, 0, 19
- Cc1ccc(CNC(=O)CCNS(=O)(=O)c2cccs2)cc1
→ -7, -7, -2, 0, -5, 6, -4, -2, -4
- CC(C)COC(=O)Cc1c(O)c2ccccc2[nH]c1=O
→ 6, -6, 9, 3, 8, 3, -3, -1, 2
- COc1ccccc1N1CCN(CC(=O)Nc2sccc2C#N)CC1
→ 11, -1, 8, 0, -4, 6, 0, 3, 10
- CC(=O)N1CCOc2ccc(S(=O)(=O)NCCc3ccc(C)cc3)cc21
→ 10, 0, 4, 14, -2, 32*, -2, -1, -15
- O=C(CCN1CCN(Cc2ccccc2)CC1)Nc1ccccc1Cl
→ 6, -2, 5, 0, -5, 0, 0, -2, 15

A different layout for 4 compounds above.
O=C(COC(=O)c1cccc(Br)c1)NCC1CCCO1 (centres undefined)
  pPAFAH inh: 12
  PAD4 inh: 4
  PAFAH1B3 inh: 6
  GSTO1 counter: /
  LYPLA2 counter: /
  PAFAH1B2 FP inh: 5
  PME-1 primary: /
  LYPLA1 counter: /
  PREPL inhibitor: 5

O=C(O)CSc1nnc(-c2ccccc2)c(-c2ccccc2)n1
  pPAFAH inh: -1
  PAD4 inh: -4
  PAFAH1B3 inh: -4
  GSTO1 counter: 5
  LYPLA2 counter: 2
  PAFAH1B2 FP inh: 9
  PME-1 primary: 2
  LYPLA1 counter: 0
  PREPL inhibitor: -5

O=c1[nH]c(SCc2ccccc2Cl)nc2c1cnn2-c1ccccc1
  pPAFAH inh: 1
  PAD4 inh: 1
  PAFAH1B3 inh: 2
  GSTO1 counter: 1
  LYPLA2 counter: -5
  PAFAH1B2 FP inh: 0
  PME-1 primary: 0
  LYPLA1 counter: -4
  PREPL inhibitor: 1

COc1c(C)cc(C(=O)C2CCCN(S(=O)(=O)c3c(C)noc3C)C2)cc1C (centres undefined)
  pPAFAH inh: 2
  PAD4 inh: -4
  PAFAH1B3 inh: 9
  GSTO1 counter: -1
  LYPLA2 counter: 10
  PAFAH1B2 FP inh: 6
  PME-1 primary: -4
  LYPLA1 counter: -5
  PREPL inhibitor: 2

(continued)
SMILES	pPAFAH inh	PAD4 inh	PAFAH1B3 inh	GSTO1 counter	LYPLA2 counter	PAFAH1B2 FP inh	PME-1 primary	LYPLA1 counter	PREPL inhibitor
Cc1cccc(-n2cnc(C(=O)N/N=C\c3ccc(Br)cc3)c2)n1	3	2	-7	-4	6	3	-1	2	-4
COc1ccc(CC(=O)Nc2cc3oc4ccccc4c3cc2OC)cc1	8	-5	12	-1	-8	5	-2	-7	14
OC(CN1CCN(c2ccccn2)CC1)Cn1c2ccccc2c2ccccc21 (centres undefined)	-1	-2	1	-2	-2	3	-6	0	16
C[C@@H](O)c1nc2ccccc2n1N	-1	-2	4	1	-4	6	0	0	0
S=c1[nH]nc(-c2cccnc2)n1-c1ccccc1	1	8	3	-1	1	3	-2	-3	5
CC1(C)CC2CC(C)(CN2CC(O)c2ccccc2)C1 (centres undefined)	2	-2	-3	10	-1	3	3	5	9
COc1ccc(N2CC(NS(=O)(=O)c3ccc4ccccc4c3)CC2=O)cc1 (centres undefined)	5	0	4	-1	4	8	3	-3	-16
COc1ccc(N(CC(=O)Nc2ccc(F)c(Cl)c2)S(=O)(=O)c2c(C)noc2C)cc1	-7	0	-5	-11	-17	-4	-29	-17	8
COc1cc(C(=O)NCc2cn3ccccc3n2)cc(OC)c1OC	2	2	0	-3	4	-2	4	-3	3
Cn1c(=O)c2[nH]c(=O)cnc2n(C)c1=S	0	1	-1	2	-2	0	-6	-1	18
COC(=O)CCc1c(C)c(C(=O)c2cc(F)c(F)c(F)c2F)c2ccccn12	7	-6	29*	4	6	5	5	-2	9
COc1ccc(/C=N\NC(=O)c2sc(N)nc2C)cc1OC	9	-1	0	-3	9	1	-3	2	11
CC(C)CN1CCN(Cc2nc(C(C)C)cs2)CC1CCO (centres undefined)	5	-3	7	4	0	3	-1	2	5
CCOC(=O)c1c2c3c(cccc3n(C)c1=O)C(=O)c1ccccc1-2	31*	9	26*	15	13	19	28*	10	24
CCOc1ccccc1/C=N/NC(=O)CNC(=O)COc1ccccc1	2	0	0	-12	-3	2	3	-1	-6
CS(=O)(=O)c1ccc2nc(NC(=O)c3cccc(NS(=O)(=O)c4ccc(F)c(F)c4)c3)sc2c1	-1	-3	-9	-43	-26	-7	-12	-19	-8
CCc1nnc(NC(=O)C(CC)CC)s1	1	2	2	4	-1	1	1	5	5
CC(OC(=O)c1cccc(S(=O)(=O)N2CCN(C)CC2)c1)C(=O)Nc1ccc(C(N)=O)cc1 (centres undefined)	8	1	4	/	0	10	1	-2	3
Brc1c(OCCOCCn2cncn2)ccc2ccccc12	7	5	-4	-3	-5	6	1	-2	-1
Cc1ccc(CNS(=O)(=O)c2cn(C)cn2)cc1	-1	3	8	-5	-2	14	-1	1	2
Cc1ccccc1OCCC(=O)Nc1ccc2c(C)cc(=O)oc2c1	8	-3	9	5	-4	2	-6	1	-25
Nc1c(-c2ccccc2)cnc2c(-c3ccccc3)cnn12	2	3	5	5	-2	11	-1	0	15
CCOC(=O)N1CCN(c2c(N3CCN(c4ccccc4F)CC3)c(=O)c2=O)CC1	7	-2	4	8	-4	4	0	1	1
CCOC(=O)N1CCN(C(=O)Cn2c(=O)sc3ccccc32)CC1	2	-4	-3	1	10	5	-4	0	6
Cc1cc(C)nc(/N=C(\N)Nc2ccc([N+](=O)[O-])cc2)n1	-6	3	6	-3	-6	7	2	3	-2

Individual results from the entries so far.
Reading for CC1(C)CC2CC(C)(CN2CC(O)c2ccccc2)C1 (centres undefined) in pPAFAH inh: 2
Reading for COc1ccc(CC(=O)Nc2cc3oc4ccccc4c3cc2OC)cc1 in PAFAH1B2 FP inh: 5

High-throughput results (PubChem BioAssay)
